# HTRA1 inh – HTRA1 serine protease inhibitors, primary screen, biochemical, fluorescence polarization, HTS | Q92743 | recombinant HTRA1, FP-rhodamine activity-based probe | inhibition, % at 5.96 µM | 340,000 compounds, 0.5% hits; in the data active means inhibition above about 36%;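 further: 0% = enzyme with DMSO and 100% = wells lacking enzyme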
# UHRF1 binding – UHRF1 methylated DNA binding inhibitors, primary screen, counter-screen for MBD2 inhibitor project, biochemical, TR-FRET, human UHRF1, single concentration; E3 ubiquitin-protein ligase UHRF1 (Homo sapiens), Q96T88; 370,000 compounds, 0.75% hits; inhibition, % at 4.4 µM; UHRF1 binding to methylated oligo; in the data active means inhibition above about 21%;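 further: UHRF1 SRA domain binding a hemimethylated CpG hairpin DNA probe; 0% = median of test compound wells and 100% = reference inhibitor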
# ABHD4 inh – ABHD4 inhibitors, primary screen, biochemical, fluorescence polarization, mouse. inhibition, % at 8.92 µM. 370,000 compounds, 0.54% hits. purified mABHD4, FP-Rh probe fluorescence polarization. (Lyso)-N-acylphosphatidylethanolamine lipase (Mus musculus), Q8VD66;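 active means inhibition exceeding the mean over every tested compound plus 3 SD, cut at about 30% in these data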;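 further: 0% = plate median of compound wells and 100% = S159A mutant with DMSO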
#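 Doses – 8.92 µM, single dose · Material – wild-type mouse ABHD4 protein · Replication – single well per compound (singlicate) · Measure – percent inhibition of probe binding, normalized to plate controls · Schedule – 45 min compound pre-incubation plus 60 min probe step, 25 °C · Detection – fluorescence polarization with parallel and perpendicular emission, 525/598 nm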
# MBD2 inh – inhibitors of MBD2 binding to methylated DNA, primary screen, biochemical, TR-FRET, DNA-binding domain, human; MBD2 binding to methylated oligonucleotide; inhibition, % at 4.4 µM; 370,000 compounds, 0.31% hits; AID 686964, 2013; in the data active means inhibition above about 13%
# Target sequence (Q9UBB5 whole entry, looked up, the tested form may be a part): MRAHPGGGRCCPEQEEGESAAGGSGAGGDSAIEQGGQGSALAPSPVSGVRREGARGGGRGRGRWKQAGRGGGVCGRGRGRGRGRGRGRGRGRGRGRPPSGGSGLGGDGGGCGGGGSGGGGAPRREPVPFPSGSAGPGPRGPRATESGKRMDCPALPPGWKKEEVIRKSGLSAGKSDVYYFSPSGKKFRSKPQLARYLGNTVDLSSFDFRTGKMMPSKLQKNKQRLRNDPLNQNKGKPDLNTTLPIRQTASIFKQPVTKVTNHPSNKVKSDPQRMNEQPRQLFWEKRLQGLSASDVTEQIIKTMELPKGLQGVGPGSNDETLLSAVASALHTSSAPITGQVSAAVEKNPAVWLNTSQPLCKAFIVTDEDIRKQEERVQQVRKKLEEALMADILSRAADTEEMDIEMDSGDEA
# SIAE primary – human SIAE inhibitors, primary screen, biochemical, fluorescence polarization, FP-Rh probe, 1536-well HTS | Sialate O-acetylesterase (Homo sapiens), Q9HAT2 | SIAE FP-Rh probe binding | inhibition, % at 9.66 µM | 370,000 compounds, 0.69% hits;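 active means inhibition above a cutoff: mean of compounds within the control limits plus 3 SD of those, cut at about 17% in these data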;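 further: 0% = plate median of compound wells and 100% = probe without SIAE protein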
# PRMT1 FP inh – PRMT1 methyltransferase inhibitors, primary screen, biochemical, fluorescence polarization. inhibition, % at 2.79 µM. Protein arginine N-methyltransferase 1 (Homo sapiens), Q99873. 370,000 compounds, 1.3% hits. recombinant PRMT1, activity-based probe fluorescence polarization;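 active means inhibition above about 21% made by adding two undisclosed values, limit read from the data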
# Target sequence (Q99873 whole entry, looked up): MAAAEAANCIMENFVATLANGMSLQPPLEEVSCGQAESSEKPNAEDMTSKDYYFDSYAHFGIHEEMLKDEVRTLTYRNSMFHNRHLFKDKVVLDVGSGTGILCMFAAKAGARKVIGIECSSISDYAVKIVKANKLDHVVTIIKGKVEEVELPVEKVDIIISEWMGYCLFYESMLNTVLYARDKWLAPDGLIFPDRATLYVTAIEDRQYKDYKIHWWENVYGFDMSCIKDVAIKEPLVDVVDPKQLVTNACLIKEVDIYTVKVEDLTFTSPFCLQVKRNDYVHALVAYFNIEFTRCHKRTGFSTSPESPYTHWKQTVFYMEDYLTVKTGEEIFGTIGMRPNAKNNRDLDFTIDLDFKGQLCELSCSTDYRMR
# rCAG RNA binder – binders of r(CAG) RNA repeats, primary screen, biochemical, fluorescence. r(CAG) RNA repeat, TO-PRO-1 dye displacement fluorescence. inhibition, % at 3 µM. 370,000 compounds, 1.3% hits. AID 651821, 2012;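 active means inhibition above the plate cutoff, the mean of all test compounds on that plate plus 3 SD, cut at about 35% in these data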;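 further: 0% = DMSO alone and 100% = 100 µM mitoxantrone as full dye displacement; higher means more dye released from RNA so lower well fluorescence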
# NPR1 activator – GC-A stimulated cGMP production enhancers – HEK293 GC-A cells, cGMP TR-FRET, EC30 ANP, primary screen; Atrial natriuretic peptide receptor 1 (Homo sapiens), P16066; 0% at EC30 ANP, 100% saturating ANP; activation, % at 10 µM; 370,000 compounds, 0.14% hits; AID 1671463, 2021; in the data active means activation above about 40%
# TCR-CD3 inh – inhibitors of human TCR-CD3 interaction, primary screen, biochemical, fluorescence, TAMRA-labeled TCR probe; AID 651800, 2012; inhibition, % at 9.4 µM; T-cell receptor (TCR); 360,000 compounds, 0.37% hits; in the data active means inhibition above about 19%;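 further: recombinant mutant TCR 2C K166C tagged with TAMRA read by polarization; 0% = receptor in buffer alone and 100% = receptor with positive control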
# NPR2 activator – human GC-B receptor activators, primary screen, HEK293 GC-B cells, cGMP TR-FRET, EC30 CNP; 0% at EC30 CNP, 100% saturating CNP; AID 1920062, 2024; 370,000 compounds, 0.11% hits; activation, % at 10 µM; Atrial natriuretic peptide receptor 2 (Homo sapiens), P20594;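 active means activation at 10 µM reaching about 35% in either raw or pattern-adjusted values, limit read from the data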
# The depositor's hits bear a star; x = not tested or not shown.
SMILES,HTRA1 inh,UHRF1 binding,ABHD4 inh,MBD2 inh,SIAE primary,PRMT1 FP inh,rCAG RNA binder,NPR1 activator,TCR-CD3 inh,NPR2 activator
O=C(CCc1nnc(-c2ccccc2)o1)NC1CCCCC1,-1,7,6,1,-2,3,-1,-1,-3,1
Cc1ccc(N(CC(=O)NCc2ccccn2)S(=O)(=O)c2ccccc2)cc1Cl,-5,2,2,-3,-3,-2,-3,-6,-1,6
CCOc1ccc(CCNC(=O)C2CC(=O)N(c3ccccc3OCC)C2)cc1OCC (stereo not given),1,-1,-3,-2,-2,-2,-5,-2,-1,0
O=C(NCC(=O)N(c1ccccc1F)C(C(=O)NC1CCCC1)c1ccco1)c1ccco1 (stereo not given),-6,6,-4,6,-8,6,-3,-9,-2,2
C=CCNC(=S)NC(CC(=O)OC)c1ccc2c(c1)OCO2 (stereo not given),2,3,-2,-5,2,-5,-1,0,7,5
O=C(CNS(=O)(=O)c1ccccc1)Nc1ccc2c(c1)OCO2,4,-1,2,1,1,5,3,-7,-7,0
COC(=O)[C@@H](NC(=O)N1CCC(Cc2ccccc2)CC1)C(C)C,-5,-2,-7,5,2,-3,-8,4,-4,-2
CCOC(=O)C1=CCN(S(=O)(=O)c2ccc(F)cc2)C1c1ccccc1 (stereo not given),x,-1,-8,-2,1,-3,0,-1,-3,-3
CC(=O)c1cccc(NC(=O)c2ccoc2C)c1,2,1,-1,-2,-2,0,-1,2,1,4
COc1ccc(S(=O)(=O)NC(=O)C2(C)CCN2C(=O)Cc2cccc3ccccc23)cc1 (stereo not given),x,2,-5,-2,0,-4,16,4,-1,0
Cc1ccc(Cl)c(OCC(=O)Nc2sc(C)c(C)c2C#N)c1,-2,2,-1,-2,-4,0,0,-1,2,0
COc1ccc(N(C)S(=O)(=O)c2cccc(C(=O)OC(C(=O)Nc3cc(C)cc(C)c3)c3ccccc3)c2)cc1 (stereo not given),-39,0,-57,1,-58,-2,15,-1,0,-1

# A draw from above in order of count of non-hydrogen atoms, falling:
SMILES,HTRA1 inh,UHRF1 binding,ABHD4 inh,MBD2 inh,SIAE primary,PRMT1 FP inh,rCAG RNA binder,NPR1 activator,TCR-CD3 inh,NPR2 activator
CCOc1ccc(CCNC(=O)C2CC(=O)N(c3ccccc3OCC)C2)cc1OCC (stereo not given),1,-1,-3,-2,-2,-2,-5,-2,-1,0
Cc1ccc(N(CC(=O)NCc2ccccn2)S(=O)(=O)c2ccccc2)cc1Cl,-5,2,2,-3,-3,-2,-3,-6,-1,6
CCOC(=O)C1=CCN(S(=O)(=O)c2ccc(F)cc2)C1c1ccccc1 (stereo not given),x,-1,-8,-2,1,-3,0,-1,-3,-3

# Retrieved by structure from the list above, 3 records:
SMILES,HTRA1 inh,UHRF1 binding,ABHD4 inh,MBD2 inh,SIAE primary,PRMT1 FP inh,rCAG RNA binder,NPR1 activator,TCR-CD3 inh,NPR2 activator
O=C(CNS(=O)(=O)c1ccccc1)Nc1ccc2c(c1)OCO2,4,-1,2,1,1,5,3,-7,-7,0
CC(=O)c1cccc(NC(=O)c2ccoc2C)c1,2,1,-1,-2,-2,0,-1,2,1,4
Cc1ccc(N(CC(=O)NCc2ccccn2)S(=O)(=O)c2ccccc2)cc1Cl,-5,2,2,-3,-3,-2,-3,-6,-1,6

# The list goes on:
SMILES,HTRA1 inh,UHRF1 binding,ABHD4 inh,MBD2 inh,SIAE primary,PRMT1 FP inh,rCAG RNA binder,NPR1 activator,TCR-CD3 inh,NPR2 activator
CCOc1cccc(C(=O)Nc2cccc(C(=O)NCC(C)C)c2)c1,-9,-2,-10,-1,-1,-1,-6,3,3,-3
CCCCNC(=O)c1cc(C)nn1-c1ccccc1,3,2,0,1,-2,3,-3,2,-8,2
Cc1ccc(-c2ccc(C3C(C#N)=C(N)Oc4n[nH]c(C)c43)o2)cc1 (stereo not given),4,-7,12,3,13,8,11,23,0,2
C=CCN1C(=O)[C@@H](CC(=O)N2CCN(C(=O)c3ccco3)CC2)[C@]2(C(=O)OC)CCCCC=C12,x,1,-2,3,3,1,8,0,x,-2
CCCNC(=O)c1ccccc1NC(=O)c1ccccc1N(C)S(C)(=O)=O,16,1,0,1,2,1,-6,-3,3,-11
CCCCCCCCN1C(=O)[C@@H](CC(=O)NCC23CC4CC(CC(C4)C2)C3)C[C@@]2(C(=O)OC)C1=C[C@H](COCc1ccccc1)O[C@@H]2C,x,-2,6,0,-5,1,11,1,x,11
CCn1ncc(/C=C2/SC(=S)NC2=O)c1C,-1,0,-1,-4,-2,2,2,-5,5,-3
Cc1cc(C)cc(C(=O)NC(CC(N)=O)c2ccc(NC3CCCCCCCCCCC3)c([N+](=O)[O-])c2)c1 (stereo not given),3,-2,2,-6,1,-3,6,2,4,5
Cc1ccc(OCc2nc(C#N)c(N3CCN(Cc4ccccc4)CC3)o2)cc1,-14,-4,-7,4,-4,-4,-2,-8,3,2
Cn1ccnc1SCC(=O)c1c(N)n(C)c(=O)n(C)c1=O,4,0,6,-6,3,0,2,5,2,0
Cc1noc(C)c1N=Nc1ccc(Br)cc1C(=O)O,3,-3,2,2,3,-1,4,4,9,1
Fc1ccccc1/C=N/n1cnnc1,4,0,3,-5,1,0,1,-1,10,9
O=C(NC1CCCc2ccccc21)c1cccc(F)c1 (stereo not given),-2,1,-1,-2,0,-4,-2,3,-5,1
Cc1ccccc1CNC(=O)C1CCN(c2nnc(N3CCCC3=O)s2)CC1,0,1,1,5,-3,-6,1,-1,3,4
Cn1c(=O)n(C)c2cc(NC(=O)CSc3nc4ccccc4c(=O)[nH]3)ccc21,4,1,2,-6,7,2,3,-12,3,-8
O=C(NCCN1CCOCC1)N1CCOCC1,11,5,0,1,-1,4,1,-3,-1,4
CCOc1ccc(NS(=O)(=O)c2ccc(-c3coc(C)n3)cc2)cc1,-11,-2,-3,-2,-1,-2,0,7,-2,3
COc1ccccc1CCn1c(N)cc(=O)[nH]c1=O,3,1,6,5,-3,-1,6,7,4,4
Cc1ccc(C(=O)OCC(=O)Nc2cc(F)ccc2F)cc1NC(=O)c1ccco1,-3,3,4,4,-4,1,0,-2,-2,0
COc1ccc(C2N=C(N)N=C(N)N2c2ccc(C)cc2)cc1 (stereo not given),6,4,-6,1,-2,2,4,-1,-11,1
COC(CC(=O)NNC(=S)Nc1ccc(Cl)cc1)OC,0,-2,9,2,11,2,-3,1,-4,6
COc1ccc(CNC(=O)CN(Cc2ccc(C)cc2)C(=O)c2csnn2)cc1,-5,0,6,0,3,-4,-5,0,9,1
CCOC(=O)c1c(C)n(CC)c2c1cc(O)c1ccccc12,5,-1,7,-4,7,1,8,2,-3,1
COc1ccc(CNC(=O)CCCC2=NS(=O)(=O)c3ccccc3N2)cc1,5,0,2,1,1,0,3,2,3,3
O=C(N[C@@H](Cc1ccccc1)C(=O)N1CCN(S(=O)(=O)c2ccccc2F)CC1)c1ccco1,0,3,-4,2,-1,3,3,3,-6,0
c1ccc(-n2ncc(-c3nn[nH]n3)n2)cc1,-2,6,-6,1,0,6,6,2,0,-2
CCOc1ccccc1N1C(=O)c2cccnc2C1=O,1,2,4,-2,-5,7,0,6,-3,-7
C=CCSc1nc(C)c2cc(C)cc(C)c2n1,-3,2,5,9,0,4,3,-15,1,-15
O=C(CCS(=O)(=O)c1ccccc1)Nc1ccccn1,0,4,2,-5,4,-2,1,4,-1,-1
Cc1cccc(N2CC(C(=O)Nc3nnc(SCCN4CCOCC4)s3)CC2=O)c1 (stereo not given),-2,-1,9,4,1,7,12,1,1,-3
COc1ccc2cc(/C=N/NC(=O)CN(c3ccccc3OC)S(=O)(=O)c3ccccc3)c(Cl)nc2c1,x,-3,0,-2,-4,-4,4,11,5,5
O=C(COc1ccc2ccccc2c1)Nc1nccs1,-7,-3,-4,0,-10,2,2,3,4,0
Cn1c(=O)n(C)c(=O)n(CC(=O)N2CCCCC2)c1=O,6,3,-1,7,2,2,-1,0,-2,2
CCN(CC)S(=O)(=O)c1ccc(N/N=C/c2ccc(O)cc2)nc1,7,-3,7,1,7,2,7,-3,-2,-3
O=C(c1ccoc1)N1CCN(c2cc(-c3ccco3)nc3cc(-c4ccccc4)nn23)CC1,-52,13,-16,3,-26,13,18,-5,-7,-2
CCOC(=O)C1=C(C)Nc2nnnn2C1c1cccc(OC)c1OC (stereo not given),0,1,2,0,-3,-5,-3,-4,6,-1
CCN(C(=O)c1ccc(S(=O)(=O)N2CCCCC2)cc1)C1CCS(=O)(=O)C1 (stereo not given),3,-1,-2,6,2,2,-5,3,-2,1
O=C(NCc1ccccc1)c1ccc2c(c1)C(=O)N(Cc1cccnc1)C2=O,4,0,-6,1,-2,1,-5,1,1,2
COc1ccc(-c2oc3ccc(-c4ccc(OC)nc4)cc3c2-c2ccc(OC)cc2)cc1,-7,5,-4,-2,-5,-3,7,-2,-11,10
Cc1ccc(C(=O)N/C(=C/c2cccs2)C(=O)NCc2ccco2)cc1,2,-2,1,3,7,-1,-1,0,-3,0
CCC1(C)OC(=O)N(CCCn2ccnc2C)C1(C)O (stereo not given),5,-3,-3,-4,4,-1,-1,2,10,4

# Screens from PubChem BioAssay.

# Not all compounds are listed; the hit share may differ from the screen's.
